# Screening results from PubChem.
# ANO1 activ = activates or potentiates the mouse TMEM16A chloride channel. HEK293 TMEM16A/YFP-H148Q/I152L, iodide quench fluorescence; stronger effect = lower value. B-score at 10 µM. AID 623877. Q8BHY3. 340,000 compounds, 0.3% hits;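 active = fluorescence-ratio B-score plate-corrected deviation score at least 3 library SD below zero, with starting fluorescence score within 5 deviations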;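 also: channel opened by trigger with iodide after compound preincubation; score built on the fluorescence ratio of max minus min over baseline; more negative score means more quench and so TMEM16A activation or potentiation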
# Target sequence (Q8BHY3 whole entry, looked up): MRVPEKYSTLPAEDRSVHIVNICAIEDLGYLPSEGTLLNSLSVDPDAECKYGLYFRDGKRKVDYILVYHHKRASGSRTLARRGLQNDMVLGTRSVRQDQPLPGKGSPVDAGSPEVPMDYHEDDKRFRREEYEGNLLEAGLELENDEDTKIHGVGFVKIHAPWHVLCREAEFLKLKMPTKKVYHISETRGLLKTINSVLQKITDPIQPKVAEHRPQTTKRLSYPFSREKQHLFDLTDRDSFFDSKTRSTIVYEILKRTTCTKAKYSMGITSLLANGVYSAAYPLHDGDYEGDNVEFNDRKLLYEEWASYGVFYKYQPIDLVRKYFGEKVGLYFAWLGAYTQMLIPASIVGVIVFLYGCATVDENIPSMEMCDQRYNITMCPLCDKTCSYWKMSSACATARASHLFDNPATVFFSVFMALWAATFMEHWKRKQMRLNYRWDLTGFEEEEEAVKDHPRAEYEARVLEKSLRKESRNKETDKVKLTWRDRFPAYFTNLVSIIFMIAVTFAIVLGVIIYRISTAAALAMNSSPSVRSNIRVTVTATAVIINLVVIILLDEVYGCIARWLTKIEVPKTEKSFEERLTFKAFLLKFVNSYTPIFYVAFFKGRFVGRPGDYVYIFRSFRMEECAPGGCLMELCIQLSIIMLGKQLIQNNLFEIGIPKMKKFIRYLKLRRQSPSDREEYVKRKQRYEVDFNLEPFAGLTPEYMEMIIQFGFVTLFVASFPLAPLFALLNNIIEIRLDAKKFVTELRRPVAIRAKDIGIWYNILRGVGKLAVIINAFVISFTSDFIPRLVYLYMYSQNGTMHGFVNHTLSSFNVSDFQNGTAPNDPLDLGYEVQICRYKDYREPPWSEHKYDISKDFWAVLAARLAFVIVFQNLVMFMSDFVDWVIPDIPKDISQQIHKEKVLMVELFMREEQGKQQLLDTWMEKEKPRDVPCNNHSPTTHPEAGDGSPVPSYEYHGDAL
# SKKanGAS inh = SKKanGAS growth inhibition. 300,000 compounds, 1.3% hits. inhibition, % at 7.5 µM. S. pyogenes SKKanGAS, kanamycin growth, BacTiter-Glo, 6 h;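 active = mean replicate score, as percent of positive control median, at least 50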;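 also: strain carries kanamycin resistance gene driven by streptokinase promoter and grows in 40 µg/ml kanamycin; loss of luminescence reflects streptokinase promoter inhibition or plain growth inhibition; 0% = median of DMSO wells and 100% = positive control at its reference dose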
# HDAC3 inh = human HDAC3 inhibition. O15379. recombinant HDAC3, fluorogenic peptide/trypsin coupled, fluorescence. inhibition, % at 8.3 µM. 320,000 compounds, 0.15% hits; in the data active = inhibition above about 26%, passing the limit was not always enough
# RGS4 inh = human RGS4 inhibition; P49798; HEK293 M3R/RGS4 inducible, Fluo-4 calcium flux; stronger effect = higher value; triggered by carbachol at its EC20; B-score at 10 µM; 310,000 compounds, 0.45% hits; AID 463165;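 active = B-score, a plate-corrected calcium signal, over three deviations above library mean, with baseline fluorescence within five deviations of library mean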;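 also: RGS4 expression induced by doxycycline in cells with stable M3 receptor; B-score is computed from the integrated fluorescence ratio over baseline after carbachol; higher B-score means a larger calcium signal and so more RGS4 inhibition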
# KCNQ1 inh = blocks the human KCNQ1 potassium channel; P51787; B-score at 10 µM; CHO-K1 KCNQ1, FluxOR thallium flux fluorescence; stronger effect = higher value; AID 2642; 310,000 compounds, 1.3% hits;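 active = compounds whose thallium flux B-score, printed positive for inhibition, exceeds three library SD while starting fluorescence stays within three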;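 also: channel opened by potassium depolarization with thallium stimulus after 20 min compound exposure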
# hERG protect = compounds protecting human hERG from proarrhythmic drug block; Q12809; 310,000 compounds, 0.51% hits; activation (rescue from dofetilide block), less the hit threshold, % at 10 µM; CHO-hERG, FluxOR thallium flux, dofetilide IC70 present;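 active = activation above the mean of controls blocked by dofetilide plus 5 SD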;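 also: thallium influx through hERG after potassium depolarization seen as dye fluorescence rise; in these data hits start at about 4.7%; inactives centre near -7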
# RGS4 act = RGS4 potentiation or activation; HEK293 M3R/inducible RGS4, carbachol calcium flux Fluo4; stronger effect = lower value; B-score at 10 µM; 310,000 compounds, 0.92% hits;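 active = B-score of the integrated calcium signal more than 4 SD below the library mean, with starting fluorescence not abnormally high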;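 also: negative B-score means reduced calcium response which marks RGS4 activation or potentiation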
#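 Assay system: HEK293 FlpIn-TREx cells, stable M3R, doxycycline-inducible RGS4 / Probe or stimulus: carbachol, ECmax concentration / Times: overnight RGS4 induction, 30 min dye load 37 °C, 20 min compound RT / Signal: kinetic calcium fluorescence imaging with Fluo4-AM dye, 2 µM / Measure: Agonist-evoked peak-minus-minimum fluorescence over baseline, integrated ratio, B score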
# KCNK9 inh = human KCNK9 channel inhibition; Q9NPC2; HEK293 KCNK9, FluxOR thallium flux fluorescence; stronger effect = lower value; B-score at 10 µM; 310,000 compounds, 1.2% hits; AID 488922;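 active = ratio B-score over 3 SD below the library mean, with starting fluorescence within 5 SD of its mean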;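 also: negative B-score means less thallium flux so channel inhibition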
# KCNK3 inh = human KCNK3 channel inhibition, primary screen. O14649. CHO-KCNK3 thallium flux, FluxOR fluorescence; stronger effect = lower value. B-score at 10 µM. 340,000 compounds, 0.84% hits. AID 602410;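 active = B-score under library mean minus 4 SD, starting fluorescence ratio at most library mean plus 5 SD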;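 also: more negative B-score means stronger inhibition of thallium flux through KCNK3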
# KCNQ1 pot = potentiators or activators of human KCNQ1 potassium channel | B-score at 10 µM | P51787 | 310,000 compounds, 0.35% hits | CHO-K1 KCNQ1, thallium flux FluxOR fluorescence; stronger effect = higher value;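 active = fluorescence ratio B-score, a plate-corrected score, at least three library SD, with initial intensity B-score within 5 SD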
#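 assay system = CHO-K1 cells stably expressing KCNQ1 | medium = assay buffer, equal DMSO in all wells | timing = 37 °C overnight plating, 90-min dark dye load, 20-min compound pretreatment | measured by = kinetic FluxOR thallium fluorescence, 10-s 1-Hz baseline, 110-s post-stimulus read | measure = fluorescence change relative to baseline, converted to B score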
# TMEM16A inh = mouse TMEM16A channel inhibition, primary screen; Q8BHY3; HEK293 TMEM16A/YFP iodide influx fluorescence, ionomycin; normalized B-score (activity score, 25-100; higher = stronger inhibition) at 10 µM; 310,000 compounds, 1.2% hits;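 active = ratio plate-corrected score three or more library SD toward inhibition, starting fluorescence score within five deviations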;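 also: score derived from kinetic fluorescence span divided by baseline fluorescence per well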
# * = called active by the depositor; i = inactive; / = not tested or not shown.
# Results follow in this order: ANO1 activ, SKKanGAS inh, HDAC3 inh, RGS4 inh, KCNQ1 inh, hERG protect, RGS4 act, KCNK9 inh, KCNK3 inh, KCNQ1 pot, TMEM16A inh
Cc1ccc(/C=C/C(=O)Nc2cccc3cccnc23)o1
  i, -2, -6, i, i, -4, i, i, i, i, i
OCCOc1cccc(CN2CCC(CO)(CCOc3ccccc3)CC2)c1
  i, 1, 0, i, i, -2, i, i, i, i, i
Cc1cc(C)n(C(=O)CCC(=O)NCc2ccccc2)n1
  i, -6, -2, i, i, -2, i, i, i, i, i
CC(=O)NS(=O)(=O)c1ccc(N=NN2CCCCCC2)cc1
  i, -5, 0, i, i, -1, i, i, i, i, i
O=C(Oc1ccc(Br)cc1C(=S)N1CCOCC1)c1ccccc1
  i, 4, -1, i, i, -6, i, -8*, i, i, i
Cc1ccc(NC(=O)CSc2nccn(-c3ccc4c(c3)OCCO4)c2=O)cc1
  i, 4, 0, i, i, -7, i, i, i, i, i
Nn1c(SCc2csc(-c3ccccc3)n2)nnc1-c1cccs1
  i, -13, 6, i, i, -8, i, i, i, i, i
O=C1C2C3C=CC(CC3)C2C(=O)N1c1ccc(Cl)cc1Cl (stereo not drawn)
  i, -2, 0, i, i, -11, i, i, i, i, i
CCOc1ccc(NC(=O)c2[nH]c(C)c(C(C)=O)c2C)cc1
  i, -3, -4, i, i, -3, i, i, i, i, i
O=C(CN(Cc1cccs1)C(=O)CCC(=O)Nc1ccccn1)NCc1ccccc1
  i, -3, 0, i, i, -11, i, i, i, i, i
O=C(O)C1=C[C@H](c2ccc3c(c2)OCO3)C[C@H](OCCCCO)O1
  i, -1, -4, i, i, -7, i, i, i, i, i
CCn1c2ccccc2c2nnc(NN)nc21
  i, 10, 9, i, i, -8, i, i, i, i, i
CCCN1CCC(=O)N([C@H](CSc2ccccc2)Cc2ccccc2)CC1
  i, -1, 0, i, i, -8, i, i, i, i, i
Nc1nnc(SCC(=O)N2CCc3ccccc32)n1-c1ccccc1
  i, 2, -1, i, i, -9, i, i, i, i, i
O=C(COC(=O)Cc1c(Cl)cccc1Cl)Nc1ccc(OC(F)(F)F)cc1
  i, 3, 12, i, i, -9, i, i, i, i, i
CCC/C(=N\NC(=O)C1CC1)c1ccccc1
  i, -2, -6, i, i, -5, i, i, i, i, i
CCCC#Cc1ccc2c(c1)COc1c3ccccc3nn1-2
  i, 4, 0, i, i, -13, i, i, i, i, i
CCCCn1c(-c2nonc2N)nc2ccccc21
  i, -26, 1, i, i, -2, i, i, i, i, i
Cc1ccc(/C=C/S(=O)(=O)N2CCC(C(=O)O)CC2)cc1
  i, -3, 2, i, i, -8, i, i, i, i, i
Fc1ccc(N2CCN(Cc3c[nH]c4ccccc34)CC2)cc1
  /, -6, -2, i, i, -11, i, i, /, i, i
Cc1ccc(C(=O)N(c2c(C)n(C)n(-c3ccccc3)c2=O)C(C)C)cc1
  i, -5, -3, i, i, -3, i, i, i, i, i
O=C(c1noc2c1CCCC2)N1CCN(Cc2ccccc2)CC1
  i, -2, 0, i, i, -15, i, i, i, i, i
COCCCNC(=S)N1CCN(C(c2ccccc2)c2ccccc2)CC1
  i, 0, -3, i, i, -9, i, i, i, i, i
O=C(c1ccc(S(=O)(=O)N2CCCCC2)cc1)N1CCCc2ccccc21
  i, -7, 2, i, i, -9, i, i, i, i, i
NC(=O)c1ccccc1NC(=O)CSc1cn[nH]n1
  i, -2, -2, i, i, -8, i, i, i, i, i
CCN(CC)S(=O)(=O)c1cc(C(=O)N(C)CC(=O)Nc2ccc(Cl)cc2)ccc1Cl
  i, 2, 6, i, i, -12, i, i, i, i, i
O=C(CSc1nnnn1C1CCCCC1)N1c2ccccc2Sc2ccccc21
  i, 11, -5, i, i, -10, i, i, i, i, i
O=C(Oc1ccccc1)c1ccc(NC(=O)c2ccco2)cc1
  i, 5, -2, i, i, -2, i, i, i, i, i
CCN(CC)C(=O)c1[nH]cnc1C(=O)N[C@@H](C)C(=O)OC(C)(C)C
  i, -1, -4, i, i, -8, i, i, i, i, i
Cc1ccc(NCCc2ccc(C)nc2)cc1
  i, 0, 1, i, i, -4, i, i, i, i, i
Cc1cc(C)nc(-n2nc(C)cc2NC(=O)CN2CCCC2)n1
  i, -7, 0, i, i, -3, i, i, i, i, i
C=C1CCN(C(CC(C)C)C(=O)OC)S(=O)(=O)c2ccccc21 (stereo not drawn)
  i, -1, 4, i, i, -5, i, i, i, i, 25*
Cc1ccc(Cl)cc1N1CCN(C(=S)NCc2ccco2)CC1
  i, 19, 1, i, i, -20, i, i, i, i, i
COc1ccc(CN(Cc2cc3cccc(C)c3[nH]c2=O)C(=O)N(C)C)cc1
  i, -2, 0, i, i, -10, i, i, i, i, i
Cc1ccc(NC(=O)/C(=C\c2ccccc2)NC(=O)/C=C/c2ccccc2)cc1
  i, 2, -6, i, i, -11, i, i, i, i, i
Cc1cc(NC(=O)C23CC4CC(C2)CC(n2cnc([N+](=O)[O-])n2)(C4)C3)no1
  i, 2, 0, i, i, -8, i, i, i, i, i
CCOC(=O)c1cc(C(=O)OCC)cc(-n2c(C)cc(C(=O)CN3CCOCC3)c2C)c1
  i, -5, -14, i, i, -8, i, i, i, i, i
Cc1ccc(C(=O)Nc2cccc(C(=O)N/N=C/c3ccccc3F)c2)cc1
  i, 4, -6, i, i, -8, i, i, i, i, i
CC(=O)Nc1ccccc1NC(=O)c1cccc2ccccc12
  i, 0, /, i, i, -3, i, i, i, i, i
COC(=O)Cn1c2ccc(C)cc2c2nc3ccccc3nc21
  i, -2, /, i, i, -6, i, i, i, i, /
Cc1ccc(S(=O)(=O)N2CCN(C(=O)C(C)Cn3nc(C)c(C)c3C)CC2)cc1C (stereo not drawn)
  i, 0, -1, i, i, -7, i, i, i, i, i
Cc1ccc(-c2nc(C)sc2CC(=O)Nc2cccc(C)c2C)cc1
  i, 0, -4, i, i, -15, i, i, i, i, i
Cc1nc2c(-c3ccc(F)cc3)c(C)nn2c(C)c1CCC(=O)Nc1ccc(F)cc1F
  i, 14, -2, i, i, -7, i, i, i, i, i
O=C(NCCCN1CCOCC1)c1cc2c(=O)[nH]c3ccccc3c2s1
  i, 5, -50, i, i, -9, i, i, i, i, i
COc1ccc(OC)c(N(CC(=O)Nc2cccnc2)S(=O)(=O)c2ccc(OC)c(OC)c2)c1
  i, 2, 6, i, i, -7, i, i, i, i, i
O=C(/C=C/c1c(Cl)cccc1Cl)NCCCn1ccnc1
  i, -4, -3, i, i, -10, i, i, i, i, i
Cc1ccc(C2CC(=O)c3cnc(N4CCN(c5ccccc5)CC4)nc3C2)cc1 (stereo not drawn)
  i, 35, -1, i, i, -6, i, i, i, i, i
O=C(COc1ccc(Cl)cc1Cl)Nc1ccc(-c2ccc(N3CCOCC3)nn2)cc1
  i, 51*, -5, i, i, -9, i, i, i, i, i
O=S(=O)(Nc1ncccn1)c1ccc(NS(=O)(=O)c2cccc(Cl)c2Cl)cc1
  i, -3, 1, i, i, -19, i, i, i, i, i
Cc1cc2nc3c(c(C(F)(F)F)n2n1)CCCC3
  i, /, 2, i, i, -8, i, i, i, i, i
C=CCOC(=O)c1[nH]c2c(c1C)C(=O)CC(c1cc(OC)c(OC)c(OC)c1)C2 (stereo not drawn)
  i, 3, -7, i, i, -10, i, i, i, i, i
COc1ccc(C(=O)N/N=C(\C)Cn2nc([N+](=O)[O-])cc2C)cc1
  i, -4, 3, i, i, -16, i, i, i, i, i
Cc1ccc(NC(=O)CN2C(=O)C3CCCCN3C(=O)c3ccccc32)cc1 (stereo not drawn)
  i, 1, 0, i, i, -1, i, i, i, i, i
Cn1c(=O)c2c(ncn2CC(=O)N2CCN(S(=O)(=O)c3ccc(Cl)cc3)CC2)n(C)c1=O
  i, 3, -2, i, i, -11, i, i, i, i, i
COc1ccc(N(CC(=O)NCCSC2CCCCC2)S(=O)(=O)c2ccc(C)cc2)cc1
  i, 1, -1, i, i, -13, i, i, i, i, i
Cc1cc(NC(=O)c2cccnc2Cl)ccc1NC(=O)c1cc2ccccc2o1
  i, -1, 0, i, i, -5, i, i, i, i, i
C=CCOc1ccc(CN(C)CC(O)COc2cccc3ccccc23)cc1 (stereo not drawn)
  i, -10, 4, i, i, -18, i, i, i, i, i
CCc1cccc2c(N=O)c(O)[nH]c12
  i, -5, 1, i, i, -7, i, i, i, i, i
Cc1cc(C(=O)OCC(=O)c2ccc(Br)s2)c(C)o1
  /, 0, 5, i, i, -9, i, i, /, i, i
CCCc1cnc(N2CCN(C(=O)c3ccc(F)cc3)CC2)nc1
  i, 0, 0, i, i, 3, i, i, i, i, i

# (listing goes on)
# Results follow in this order: ANO1 activ, SKKanGAS inh, HDAC3 inh, RGS4 inh, KCNQ1 inh, hERG protect, RGS4 act, KCNK9 inh, KCNK3 inh, KCNQ1 pot, TMEM16A inh
C/C(=N\Nc1cc(C(F)(F)F)ccc1Cl)c1ccncc1
  i, -3, 11, i, i, -5, -7.6*, i, -9.7*, i, i
CCc1nn(CC(=O)NCCCN(CC)c2cccc(C)c2)c(=O)c2cc3occc3n12
  /, 4, 1, i, i, -11, i, i, /, i, i
Cc1ccc(S(=O)(=O)c2cc3c(=O)n4cccc(C)c4nc3n(CC3CCCO3)c2=N)cc1C (stereo not drawn)
  i, 8, -4, i, i, -10, i, i, i, i, i
COc1ccc(S(=O)(=O)Nc2cc(C(=O)NC(C)C)ccc2N2CCOCC2)cc1
  i, 3, 0, i, i, -4, i, i, i, i, i
COc1ccccc1S(=O)(=O)Cc1ccc(C(=O)NCc2ccco2)o1
  i, -3, -7, i, i, -3, i, i, i, i, i
O=C(N/N=C\C=C\c1ccc2c(c1)OCO2)C1COc2cc3ccccc3cc2O1 (stereo not drawn)
  i, 20, 4, i, i, -6, i, i, i, i, i
O=C(NCCN1CCCCC1)c1ccc(F)cc1Cl
  i, 1, -2, i, i, 1, i, i, i, i, i
COc1ccc(NC(=O)CN(c2ccc(OC)cc2)S(=O)(=O)c2ccc(OC)c(OC)c2)cc1
  i, -4, -2, i, i, -12, i, i, i, i, i
